Diaphorase act = compounds boosting diaphorase resazurin reduction – biochemical, uHTS, resorufin fluorescence, counter-screen for diaphorase-coupled primary assays, primary screen. Diaphorase/resazurin coupled assay, 16 min; active compounds read high; 1 = vehicle wells, 0 = NADH-free wells. activation factor at 20 µM. hit rate 0.005% among 190,000;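 active means diaphorase activity raised at least twofold by the compound at 20 µM; inactive means activation factor below 2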
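Material: purified diaphorase enzyme from Clostridium kluyveri; Also added: 0.114 mM NADH and 0.1 mM resazurin, final amounts; Doses: single compound dose of 20 µM, 1% DMSO final; Times: 16 min enzyme reaction, ambient temperature; Detection: resorufin fluorescence, excitation 544 nm, emission 590 nm; Measure: increased resorufin signal from activators or reducing compounds.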
NF-kB neuron act = activators of NF-kB expression in neurons, primary screen, cell-based, HTS | fold change at 12.5 µM | hit rate 1.6% among 190,000 | AID 1239, 2008 | human neuronal cells, NF-kB reporter expression; active compounds read high; in the data active means fold change above about 3.3
FLuc inhib CS = firefly luciferase enzyme inhibitors, primary screen, artefact control for luciferase-based inhibitor screens, biochemical, luminescence, ATPLite; Luciferin 4-monooxygenase (Photinus pyralis), P08659; 10 min; inhibition, % at 10 µM; hit rate 1.5% among 200,000;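 active means inhibition above about 50% when tested at 10 µM, limit read from the data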
Target sequence (P08659 whole entry, looked up): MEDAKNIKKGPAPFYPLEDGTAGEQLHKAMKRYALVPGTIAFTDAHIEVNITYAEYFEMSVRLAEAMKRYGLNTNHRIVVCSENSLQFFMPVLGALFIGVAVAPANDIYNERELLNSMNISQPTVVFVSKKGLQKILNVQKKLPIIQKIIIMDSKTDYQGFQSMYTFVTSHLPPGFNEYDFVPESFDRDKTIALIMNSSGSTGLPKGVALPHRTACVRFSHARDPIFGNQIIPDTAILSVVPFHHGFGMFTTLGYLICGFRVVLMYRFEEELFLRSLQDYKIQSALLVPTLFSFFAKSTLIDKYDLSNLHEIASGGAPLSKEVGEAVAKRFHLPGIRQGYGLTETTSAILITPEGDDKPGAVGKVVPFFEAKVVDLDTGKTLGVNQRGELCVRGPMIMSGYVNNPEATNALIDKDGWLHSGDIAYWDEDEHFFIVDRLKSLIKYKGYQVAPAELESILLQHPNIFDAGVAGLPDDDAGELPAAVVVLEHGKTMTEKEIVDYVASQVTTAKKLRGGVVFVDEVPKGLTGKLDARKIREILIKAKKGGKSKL
FLuc act counter = FLuc activators, initial screening, artefact control for FLuc-dependent activation tests, biochemical, ATPlite luminescence | Luciferin 4-monooxygenase (Photinus pyralis), P08659 | ATPlite luciferase biochemical, 10 min; 0 = ATP-free wells, 1 = DMSO control | activation factor at 10 µM | 200,000 tested, under 10 active | AID 1027, 2008;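 active means luciferase activation factor, scaled between plate controls, of at least 2 with compound at 10 µM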
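Assay system: Luciferase/luciferin detection reagent, cell-free biochemical luciferase assay / Also added: ATP substrate / Schedule: 10 min at ambient temperature / Measured by: luminescence measurement of luciferase light output / Benchmarks: low control with PBS replacing ATP, high control enzyme plus ATP without compound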
APP 5UTR inh = inhibitors of APP translation via 5'UTR reporter, primary screen, APP 5'UTR luciferase, SH-SY5Y cells. inhibition, % at 2 µM. hit rate 0.82% among 190,000. SH-SY5Y APP 5'UTR-luciferase reporter, luminescence;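 active means inhibition above a set limit, derived from the sample mean plus 3 SD, cut at about 45% in these data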; further: values of inactives mirror those of a sister screen read the other way
G6PDH CS = L. mesenteroides G6PDH inhibitors, counter-screen for G6PDH-coupled screening assays, biochemical, Leuconostoc mesenteroides enzyme | glucose-6-phosphate dehydrogenase [Leuconostoc mesenteroides] | Purified L. mesenteroides G6PDH, diaphorase/resazurin coupled fluorescence, 45 min | inhibition, % at 5 µM | hit rate 0.12% among 200,000; in the data active means inhibition above about 50%
Diaphorase inh = diaphorase inhibitors and chemical oxidizers, primary screen, counter-screen for diaphorase-coupled primary assays, biochemical, uHTS, resorufin fluorescence | diaphorase resazurin-to-resorufin fluorescence, NADH, 16 min; bacterial (C. kluyveri) enzyme, not human | inhibition, % at 20 µM | hit rate 0.69% among 190,000;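 active means primary screen inhibition at 20 µM above a set limit, cut at about 50% in these data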;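 further: plate controls were DMSO with full reaction for no effect and wells lacking NADH for full effect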
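Benchmarks: positive control wells lacking NADH, neutral wells with DMSO only. System: bacterial diaphorase enzyme (C. kluyveri). Input: 0.14 U/mL diaphorase, enzyme working solution. Detection: resorufin fluorescence, excitation 544 nm, emission 590 nm. Times: 16-min room-temperature incubation before reading.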
STAT1 act = STAT1 signaling activators, primary screen, cell-based, HTS, luciferase reporter; NIH 3T3 STAT1-luciferase reporter, IFN-gamma, luminescence; 100% = IFN-gamma alone, no compound; activation (% of control), % at 5.5 µM; hit rate 2.6% among 200,000;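 active means activation above the screen-wide mean activation plus 3 SD, cut at about 130% in these data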;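 further: raw ratio to IFN-gamma control signal so 100% means no change and 0% no light; values of inactives mirror those of a sister screen read the other way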
APP 5'UTR act = activators of APP 5'UTR luciferase reporter, primary screen, SH-SY5Y cells; AID 1276, 2008; hit rate 1% among 190,000; SH-SY5Y APP 5'UTR luciferase reporter, luminescence; zero percent = DMSO vehicle wells; activation, % at 2 µM;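 active means activation above a set limit, based on mean plus 3 SD of controls, cut at about 140% in these data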; further: values of inactives mirror those of a sister screen read the other way
TLR4 MyD88 comp = inhibitors of TLR4-MyD88 association in cells, primary screen, cell-based, HeLa CL3-4, BLA complementation, FRET ratio. Toll-like receptor 4 (Homo sapiens) + Myeloid differentiation primary response protein …. inhibition, % at 8.4 µM. HeLa CL3-4 TLR4/MyD88 BLA complementation. hit rate 0.18% among 200,000. AID 861, 2007; in the data active means inhibition above about 25%;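 further: 0% = vehicle and 100% = reference inhibitor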
* hit, by the source's call; / = not tested or not shown.

Sample of the layout (three entries):
SMILES	Diaphorase act	NF-kB neuron act	FLuc inhib CS	FLuc act counter	APP 5UTR inh	G6PDH CS	Diaphorase inh	STAT1 act	APP 5'UTR act	TLR4 MyD88 comp
O=C(COC(=O)CCc1c[nH]c2ccccc12)Nc1cc([N+](=O)[O-])ccc1Cl	0.8	1.2	-7	1.1	/	6	18	99	/	8
CN(C)S(=O)(=O)N1CCN(C(=O)c2cccs2)CC1	0.9	1.7	-4	1	-6	-2	5	104	6	-9
COc1ccc(C(=O)NCCSCc2ccccc2C)cc1	0.9	1.1	-2	1	9	1	8	97	-9	-2

Results, repeating the preview:
SMILES	Diaphorase act	NF-kB neuron act	FLuc inhib CS	FLuc act counter	APP 5UTR inh	G6PDH CS	Diaphorase inh	STAT1 act	APP 5'UTR act	TLR4 MyD88 comp
O=C(COC(=O)CCc1c[nH]c2ccccc12)Nc1cc([N+](=O)[O-])ccc1Cl	0.8	1.2	-7	1.1	/	6	18	99	/	8
CN(C)S(=O)(=O)N1CCN(C(=O)c2cccs2)CC1	0.9	1.7	-4	1	-6	-2	5	104	6	-9
COc1ccc(C(=O)NCCSCc2ccccc2C)cc1	0.9	1.1	-2	1	9	1	8	97	-9	-2
CC(=O)N[C@@H](Cc1c[nH]c2ccccc12)C(=O)OCC(=O)Nc1ccc(Cl)c(S(=O)(=O)N(C)C)c1	1	1.1	-9	1.1	-8	5	0	90	8	5
CCC1=NN(C(=O)c2cccnc2)C(O)(C(F)(F)F)C1 (centres undefined)	1	1.2	-3	1	-2	4	-1	104	2	-6
O=c1[nH]nc(CNc2cccc(C(F)(F)F)c2)c2ccccc12	1	0.95	2	1	40	-10	5	100	-40	-10
O=c1c2ccc([N+](=O)[O-])cc2ncn1CCOc1ccccc1	0.8	0.65	-7	1.1	-30	2	20	100	30	9
CN1CCC(N(C)CC(=O)Nc2ccccc2N2CCOCC2)CC1	0.8	1.1	-6	1.1	15	3	16	105	-15	-5
Cc1[nH]c2ccccc2c1C1=NNC(=Nc2ccc(F)cc2)SC1	0.9	0.85	-3	1	-1	-9	10	101	1	-9
COc1ccc(C2=CC(=O)OC(C)(c3ccccc3)O2)cc1 (centres undefined)	0.8	1.5	-4	1	13	11	18	96	-13	-13
Cc1ccc(C(=O)Nc2ccccc2-c2ccccc2)cc1S(=O)(=O)Nc1cccc(C)c1C	0.8	0.95	-2	1	-10	5	20	101	10	17
O=C(CCc1nc(-c2ccccc2F)no1)NCCN1CCOCC1	0.9	1.1	-4	1	-1	6	6	103	1	-2
O=C(Nc1ccccc1C(=O)Nc1ccccc1C(=O)NCc1ccco1)c1ccco1	0.8	0.52	-6	1.1	6	-1	16	94	-6	8
Cc1cc(C)cc(N=Cc2[nH]c3ccc(Br)c(Cl)c3c2O)c1	0.8	0.92	-5	1.1	-9	-15	24	89	9	-6
CCOc1ccc(NC(=O)c2ccccc2O)cc1	0.9	6.3*	87*	0.1	-118	3	7	101	118	-15
C=CCn1c(N)c(C(=O)NC2CCCCC2)sc1=S	0.9	1.3	-1	1	-6	3	14	96	6	-4
CCOc1ccc(NC(=O)CC2C(=O)N(C)C(=S)N2CCCc2ccccc2)cc1 (centres undefined)	0.8	0.89	-7	1.1	-4	-5	24	97	5	8
O=C(COc1cccc(Cl)c1)Nc1ccc(N2CCOCC2)cc1	0.9	1.1	-7	1.1	-2	14	11	106	2	-1
N#CCCn1nc(-c2ccccc2)cc1-n1c(C(F)(F)F)nc2ccccc21	0.8	1.1	-4	1	-21	1	22	98	21	-2
CC(=O)Cc1nsc(NC(=O)c2ccccc2)n1	0.9	1.3	5	1	-27	1	14	104	27	6

Only NF-kB neuron act and APP 5'UTR act (two entries from above):
mol,NF-kB neuron act,APP 5'UTR act
CCOc1ccc(NC(=O)CC2C(=O)N(C)C(=S)N2CCCc2ccccc2)cc1 (centres undefined),0.89,5
N#CCCn1nc(-c2ccccc2)cc1-n1c(C(F)(F)F)nc2ccccc21,1.1,21

More entries:
SMILES	Diaphorase act	NF-kB neuron act	FLuc inhib CS	FLuc act counter	APP 5UTR inh	G6PDH CS	Diaphorase inh	STAT1 act	APP 5'UTR act	TLR4 MyD88 comp
CS(=O)(=O)N(CC(=O)N1CCN(c2ccccc2F)CC1)c1ccc2c(c1)OCCO2	0.9	1.2	-4	1	-16	2	7	109	16	-11
CCO/C=N/c1c(C#N)c2c(c(=S)n1C)COC(C)(C)C2	0.9	1.1	-8	1.1	-17	14	13	97	17	-7
CCn1c(COc2ccc(C)cc2)nnc1SCC(=O)NCc1ccco1	0.9	1.1	-6	1.1	-2	7	14	106	2	-12
Cc1cccc(-n2cc(-c3ccccc3)c3c(N4CCOCC4)ncnc32)c1	0.8	0.38	1	1	12	7	17	64	-12	-3
c1ccc2c(c1)CCN(C1=Nc3cccc4cccc1c34)C2	0.8	2.3	52*	0.5	-101	35	22	101	101	-2
CCOc1ccccc1CNC(=O)c1cc2occc2n1C	0.9	0.98	-6	1.1	-2	-10	13	89	2	-15
COc1ccccc1C(c1nnnn1CS(=O)(=O)c1ccc(C)cc1)N1CCSCC1 (centres undefined)	0.8	0.66	-10	1.1	-2	-3	22	103	2	2
Cc1cccc(NC(=S)N(C)C2(c3ccccc3Cl)CCCCC2=O)c1 (centres undefined)	0.9	1.1	-3	1	13	5	8	104	-13	-1
CCc1cc(C(=O)N2CCc3c([nH]c4ccccc34)C2c2ccc(OC)cc2F)no1 (centres undefined)	0.8	1.8	-6	1.1	-4	9	19	111	4	8
C(#Cc1ccccc1)CN1CCCCC1	0.9	0.97	-6	1.1	5	4	8	94	-5	-5
CCOC(=O)C1(Cc2ccc(OC)cc2)CCN(C(=O)c2cncs2)CC1	1	0.88	3	1	-13	9	1	102	13	-11
CCCNS(=O)(=O)c1ccc(CCC(=O)NCCc2ccc(OC)c(OC)c2)cc1	0.8	1	-5	1.1	-6	5	22	98	6	2
CCOC(=O)c1c(CSc2ccccc2)n(C)c2ccc(O)c(CN3CCOCC3)c12	1	1.3	1	1	-5	0	2	97	5	8
COc1cc2c(cc1OC)C(C)N(C(=O)C1COc3ccccc3O1)CC2 (centres undefined)	0.9	0.85	-10	1.1	-2	5	13	102	2	4
CCOC(=O)C1Cc2cc3c(cc2C1=O)CC(C(=O)OCC)C3=O (centres undefined)	0.9	1.1	-4	1	-2	2	6	108	2	17
CCNc1nc(NCC)nc(SCC(C)=O)n1	1.1	1.4	0	1	-9	0	-8	100	9	20
COc1cccc(Nc2nc(NCCO)c3ccccc3n2)c1	1.2	0.49	4	1	16	12	-24	84	-16	4
CC1(C(=O)NCc2cccnc2)CCC(=O)N1CCc1ccccc1 (centres undefined)	0.9	1.2	-4	1	-17	12	11	96	17	4
CCCn1c(NC(=O)c2ccc(C)cc2)nc2ccccc21	1	1.2	-1	1	-18	-24	5	114	18	-13
C(=N\Nc1ncnc2nc[nH]c12)/c1cccs1	1.1	1.6	31	0.7	-42	2	-15	134*	42	0
CO/N=C/C(C#N)=C/c1cc(C(=O)c2ccc(F)cc2)cn1C	1.1	1.1	1	1	13	11	-9	94	-13	8
Cc1ccc(C(C(=O)NC(C)(C)C)N(CC2CCCO2)C(=O)Cn2nnc(-c3ccc(C)o3)n2)cc1 (centres undefined)	0.8	1.6	-2	1	-8	1	16	104	8	-2
COC(=O)C(CSCc1ccccc1)NC(=O)CSc1nc(C)cc(=O)[nH]1 (centres undefined)	1.1	1.2	-4	1	7	6	-10	99	-7	-9
CC(=O)c1c(C)[nH]c(C(=O)CSc2nc3ccccc3n2C)c1C	0.9	0.87	-4	1	-3	6	12	89	3	-4
Cn1c(Cl)nc2c1c(=O)n(Cc1cccc(Br)c1)c(=O)n2C	0.8	0.9	-7	1.1	-10	-7	22	86	10	12
COc1ccc(-n2c(C)nc3c(cnn3-c3ccc(Cl)cc3)c2=O)cc1	0.9	1.1	-4	1	-17	1	14	88	17	-10
CCN(C(=O)CN1CCN(c2cccc(Cl)c2)CC1)c1c(N)n(Cc2ccccc2)c(=O)[nH]c1=O	0.9	1.2	-2	1	-7	9	6	98	7	-1
Cc1cc(NC(=O)CN2C(=O)NC(C)(c3ccccc3)C2=O)no1 (centres undefined)	0.9	1.2	-14	1.1	18	6	5	94	-18	-6
CCOC(=O)C1CCCN(C(=O)Cc2c(F)cccc2Cl)C1 (centres undefined)	1	1.1	1	1	2	5	-1	77	-2	-10
CCN1CCN(S(=O)(=O)c2cc(OC)ccc2OC)CC1	0.9	1	-4	1	-5	2	10	103	5	-9
Cc1ccc(C(C(=O)NCc2ccco2)N(C(=O)Cn2nnc3ccccc32)c2ccccc2)o1 (centres undefined)	0.8	0.86	-5	1	12	1	19	107	-12	0
CC1(C)CC(=O)/C(=C(\O)CCCN2C(=O)c3ccccc3C2=O)C(=NCC(=O)O)C1	0.9	1	-9	1.1	1	4	5	104	-1	-2
CCc1ccccc1NC(=S)NC1CC2CCC(C1)N2Cc1ccc(F)cc1 (centres undefined)	0.9	1	0	1	-9	13	9	99	9	-3
COc1ccc(C(C)NC(=O)c2ccc(Cl)cc2)cc1OC (centres undefined)	0.9	1.1	-7	1.1	1	-1	5	89	-1	-10
O=C(/C=C\c1cccs1)N1CCN(Cc2ccc3c(c2)OCO3)CC1	0.9	1	0	1	6	10	8	98	-6	-11
COC(=O)c1ccc(NC(=O)CSc2nnc(Cc3cccn3C)n2-c2ccc(F)cc2)cc1	0.9	0.88	-4	1	3	-32	12	88	-3	9
Cc1cc(NC(=O)C2CCCO2)ccc1Br (centres undefined)	1.1	0.95	-4	1	-19	2	-6	103	19	10
N#Cc1ccc(-c2csc(NC(=O)/C=C/c3cccs3)n2)cc1	1	0.61	-5	1	-1	-6	1	102	1	-11
COc1ccc(C2C(C#N)=C(N)Nc3onc(C(C)(C)C)c32)c(OC)c1 (centres undefined)	0.8	0.83	-6	1.1	2	2	18	98	-2	-19
COc1ccccc1NC(=O)CCSc1nnc(-c2ccncc2)o1	0.8	1.1	-4	1	-19	9	16	94	19	-6
CCC(CC)NC(=O)CO/N=C/c1ccc(Cl)cc1Cl	0.9	0.9	0	1	11	5	11	101	-11	3
